Runt-SMMHC FRET = inhibitors of human RUNX1 Runt domain binding to CBFb-SMMHC; 220,000 compounds, 0.74% hits; Cerulean-Runt/Venus-CBFb-SMMHC FRET ratio 530/480, 1 h; Q01196+Q13951; inhibition, % at 20 µM;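 active = mean inhibition across duplicate retests at 20 µM reaching about 50%, limit read from the data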;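 also: 0% = DMSO wells and 100% = wells with excess untagged CBFb-SMMHC; inhibitors lower the FRET ratio by blocking Runt binding to CBFb-SMMHC; some results filed as inactive read as strong as hits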
TNF necrop inh = blocks TNF-alpha induced death of Jurkat FADD-/- cells; activation (protection from cell death), % at 10 µM; Jurkat FADD-/- TNF necroptosis rescue, ATP luminescence, 24 h; 0 = TNF only, 100 = no-TNF cells; 220,000 compounds, 0.068% hits;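 active = activation, meaning protection from cell death, of at least 50% relative to plate controls; inactive = activation below 50%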;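 also: necroptosis triggered by 40 ng/mL TNF-alpha added together with compound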
EP2 mod = modulates human prostaglandin E2 receptor EP2 signaling; P43116; EP2-expressing cells, cAMP HTRF FRET, PGE2 co-stimulation; induction, % at 25 µM; 260,000 compounds, 0.83% hits; AID 940;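 active = compounds whose cAMP rise, as percent of the full-agonist control response, exceeds 60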;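 also: rat C6 glioma line stably carrying human EP2 under a CMV promoter; the protocol text gives 20 µM as final concentration; 100% = response of wells given 1 µM PGE2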
PERK inhibitor = human PERK inhibition, primary cell-based screen | CHO PERK-DD fusion, SEAP luminescence translation reporter | inhibition, % at 5.6 µM | 220,000 compounds, 0.17% hits;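 active = inhibition above the mean inhibition of all tested compounds plus 3 SD, set separately per screening campaign, cut at about 2.9% in these data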;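 also: PERK kinase domain activated by AP20187 dimerizer at 100 nM; 0% = DMSO with dimerizer and 100% = rapamycin at 8.4 µM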
Target sequence (Q9NZJ5 whole entry, looked up, the tested form may be a part): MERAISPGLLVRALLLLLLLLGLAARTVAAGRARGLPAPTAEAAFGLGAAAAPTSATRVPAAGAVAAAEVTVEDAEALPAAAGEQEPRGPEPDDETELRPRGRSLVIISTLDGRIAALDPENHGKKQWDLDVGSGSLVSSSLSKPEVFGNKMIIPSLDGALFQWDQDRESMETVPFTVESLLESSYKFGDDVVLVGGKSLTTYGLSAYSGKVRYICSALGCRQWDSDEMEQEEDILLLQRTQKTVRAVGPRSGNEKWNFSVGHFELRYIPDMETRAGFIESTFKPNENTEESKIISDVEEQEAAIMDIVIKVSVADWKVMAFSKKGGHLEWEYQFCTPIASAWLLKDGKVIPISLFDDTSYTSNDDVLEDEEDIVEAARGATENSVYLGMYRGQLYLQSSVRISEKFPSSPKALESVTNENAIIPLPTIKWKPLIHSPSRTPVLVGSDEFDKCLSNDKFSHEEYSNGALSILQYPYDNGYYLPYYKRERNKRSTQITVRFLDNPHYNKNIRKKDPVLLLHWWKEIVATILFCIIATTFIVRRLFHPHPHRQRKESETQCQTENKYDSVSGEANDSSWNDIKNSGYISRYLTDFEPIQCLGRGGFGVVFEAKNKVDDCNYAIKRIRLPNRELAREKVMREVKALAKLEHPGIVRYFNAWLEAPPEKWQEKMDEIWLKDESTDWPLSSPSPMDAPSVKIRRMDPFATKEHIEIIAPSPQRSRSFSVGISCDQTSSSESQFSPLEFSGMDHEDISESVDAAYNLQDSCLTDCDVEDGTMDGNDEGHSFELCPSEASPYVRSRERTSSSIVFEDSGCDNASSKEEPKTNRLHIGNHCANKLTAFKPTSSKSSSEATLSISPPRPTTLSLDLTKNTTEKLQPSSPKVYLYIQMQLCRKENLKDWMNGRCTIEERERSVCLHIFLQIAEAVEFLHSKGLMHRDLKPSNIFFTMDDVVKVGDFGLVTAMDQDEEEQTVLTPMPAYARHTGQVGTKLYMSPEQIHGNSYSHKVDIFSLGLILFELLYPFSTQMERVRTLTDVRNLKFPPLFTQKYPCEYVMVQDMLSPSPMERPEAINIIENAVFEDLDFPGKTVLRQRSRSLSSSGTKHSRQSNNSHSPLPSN
Runt-CBFb FRET = blocks binding of human RUNX1 Runt domain to CBFb; Q01196+Q13951; Cerulean-Runt/Venus-CBFb FRET ratio 530/480, 1 h; inhibition, % at 20 µM; 220,000 compounds, 0.46% hits; AID 1496;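 active = inhibition over about 50% at 20 µM in the single-dose screen, limit read from the data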;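 also: 0% = DMSO wells and 100% = excess unlabeled CBFb competitor control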
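Measured by: fluorescence energy transfer, 422 nm excitation, 530/480 nm emission; Assay system: Cerulean-Runt domain; Medium: Tris pH 7.5 buffer with BSA; Measure: loss of energy transfer signal; Controls: 5 µM unlabeled CBFb as full-inhibition high control; Incubation: protein complex preformed 1 h, compound exposure 1 h, room temperature, dark.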
L929 necroptosis = L929 zVAD cell death inhibition; 220,000 compounds, 0.38% hits; viability rescue, % at 10 µM; L929 zVAD necroptosis rescue, ATP luminescence, 24 h; with zVAD 60 µM;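 active = activation, scaled between plate controls, above about 75%, limit read from the data; inactive = activation under that limit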;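 also: 0% = zVAD with DMSO and 100% = DMSO alone without zVAD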
RBBP9 inh = blocks human serine hydrolase RBBP9 | 220,000 compounds, 0.2% hits | recombinant RBBP9, FP-Rh probe fluorescence polarization | O75884 | inhibition, % at 7.94 µM;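 active = inhibition above the campaign mean of all tested compounds plus 3 SD, cut at about 14% in these data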;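 also: plate controls were DMSO wells with RBBP9 for no effect and wells lacking RBBP9 protein for full effect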
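Test system: recombinant human RBBP9; Timing: 30 min then 45 min, 25 °C; Detection: fluorescence polarization; Control set: RBBP9 with DMSO as uninhibited control, no-protein wells as full inhibition; Compound dosing: one concentration, 7.94 µM nominal, 0.794% DMSO; Probe or stimulus: FP-Rh activity-based probe, 375 nM before mixing.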
PGE2 EP2 inh = inhibitors of human EP2 prostaglandin E2 receptor; P43116; 260,000 compounds, 0.52% hits; C6 glioma cells expressing human EP2, cAMP TR-FRET; cells stimulated with saturating PGE2; inhibition, % at 25 µM;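 active = percent inhibition above 40 after rounding to a whole number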;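 also: rat C6 glioma host cells with rolipram phosphodiesterase inhibitor present; the protocol text gives 20 µM as final concentration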
Hck-Nef inh = blocks Nef-activated human Hck kinase | Recombinant Hck-YEEI plus Nef, Z-Lyte FRET kinase assay | inhibition, % at 20 µM | 220,000 compounds, 0.68% hits;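 active = Hck-Nef kinase inhibition above about 50%, limit read from the data; inactive = inhibition below that limit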;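 also: 0% = DMSO with Hck plus Nef and 100% = Hck alone without Nef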
* marks the source's active call; other numbers are inactive results; . = no result given; & = joins results of further samples.

SMILES	Runt-SMMHC FRET	TNF necrop inh	EP2 mod	PERK inhibitor	Runt-CBFb FRET	L929 necroptosis	RBBP9 inh	PGE2 EP2 inh	Hck-Nef inh
CC(CNC(=O)c1cccs1)c1ccc([N+](=O)[O-])cc1 (stereo not given)	1	-0.9	-19	0.4	0	-0.1	-2	6	12
O=C1CSC2(N1)C1CC3CC(C1)CC2C3 (stereo not given)	-3	1.8	2	0.8	2	3.2	-5	11	-3
O=C(Cc1n[nH]c(=O)c2ccccc12)NCc1ccccn1	4	-2.0	13	0.4	1	0.1	0	10	0
Cc1cccc(NC(=O)C2CCCN2S(=O)(=O)c2ccc3c(c2)n(C)c(=O)c(=O)n3C)c1 (stereo not given)	-4	1.9	21	1.2	0	.	-1	8	-8
CCN(CC)c1ccc(C=Nc2cc(C)cc(C)c2)c(O)c1	10	-5.2	-75	1.2	6	0.4	-1	9	6
O=C(CCC(=O)OCC(=O)c1ccc(C(F)(F)F)cc1)OCC(=O)c1ccc(C(F)(F)F)cc1	-1	-0.2	-18	-0.3	1	2.1	-8	7	19
COCC(=O)Nc1ccc([N+](=O)[O-])cc1C	0	0.3	12	1.1	2	0.5	-1	9	3
CC(C)C(OC(=O)c1cc2c(s1)CCCCC2)C(=O)NC(N)=O (stereo not given)	0	-0.6	28	1.5	-2	0.7	-2	6	2
C=CCn1c(CCC)nc2ccccc21	-3	-0.4	28	-0.1	0	0.8	-8	9	-2
O=S(=O)(NCC(c1cccnc1)N1CCN(c2ccccc2)CC1)c1cccs1 (stereo not given)	-1	0.6	11	-0.3	2	-0.7	-10	7	-2
COc1cccc(C2=NOC(C(=O)NCc3ccco3)C2)c1 (stereo not given)	-1	-7.7	-11	0.3	2	3.5	6	.	-1
CCO[C@H]1OC(C(N)=O)=C[C@@H](c2ccccc2)[C@@H]1CCCO	0	-0.5	21	0.1	1	-0.5	0	9	-10
CCN(CC)C(=O)CSc1nc2cccnc2n1-c1ccccc1OC	0	0.4	7	-0.7	-3	0.4	-1	10	-1
CCCn1c(CCC(=O)O)ccc1-c1ccccc1	4	0.5	21	-0.6	.	-0.1	-11	9	-3
Cc1ccc(N2CC(C(=O)NCc3cccs3)CC2=O)cc1 (stereo not given)	3	0.5	4	0.5	-2	0.3	-7	6	2
CC1CCCCN1CC(=O)Nc1sccc1C#N (stereo not given)	-2	-0.2	12	0.5	0	0.0	-3	7	4
CCc1ccc(CCC(=O)Nc2ccc(S(N)(=O)=O)cc2)o1	-4	-0.4	7	0.5	2	0.1	-8	5	1
Cc1ccc(CC2CC(=O)N(c3ccncc3)C2=O)cc1 (stereo not given)	-2	0.0	37	0.0	0	-0.1	-72	0	1
CN1C2CCC1CC(NC(=O)c1ccc(Cl)cc1)C2 (stereo not given)	1	2.9	-3	1.3	0	0.1	-1	4	2
Cc1cccc(S(=O)(=O)N2CCC(CO)(Cc3ccccc3)CC2)c1	2	1.5	-74	-0.4	0	0.9	-7	12	11
Cc1nc2c3ccccc3n(Cc3ccccc3F)c2s1	-2	-1.7	59	-0.5	0	-0.4	-9	11	4
CCOc1ccccc1C(=O)Nc1ccc(-n2nncc2C(C)(C)C)cc1	1	3.2	13	0.6	-2	2.2	-4	7	15
CCN(CC)C(=O)CSc1nnc2nnc3cc(OC)ccc3n12	-129	-5.1	-50	1.2	-137	0.7	1	0	0
Cn1c2c(c(=O)n(C)c1=O)C(c1ccccc1Cl)CC(=O)N2 (stereo not given)	0	0.5	3	1.2	1	0.5	-5	10	3
COCc1cc(C(C)=O)ccc1OC	0	-1.4	9	0.8	1	1.2	-7	-8	-20
O=C(NCC1CCCO1)c1ccc2c(c1)C(=O)N(C1CCCCC1)C2=O (stereo not given)	2	-1.6	-17	-1.2	0	1.4	-6	3	0
Cc1ccc(NC(=O)Cn2c(=S)[nH]c3ccccc32)cc1	2	0.4	8	0.7	2	2.2	-4	12	-7
Cn1c(=O)c2c(ncn2CC(O)CO)n(C)c1=O (stereo not given)	0	-0.7	18&24	0.3	-1	2.4	-2	14&16	-2
COc1ccc(C(C#N)N2N=C(C)CC2(C)C)cc1 (stereo not given)	0	-0.6	11	2.0	-1	0.1	1	1	2
Cc1ccc(-c2nnc(CCC(=O)NCc3csc(C)n3)o2)s1	0	0.8	1	-0.7	2	0.1	-4	6	18
Cc1ccc(NC(=O)NC2CCN(CC(=O)Nc3nccs3)CC2)cc1	1	0.2	-1	0.1	2	0.8	-10	4	0
Cn1c(SCC(=O)NNC(=O)Nc2ccccc2)nnc1-c1ccccc1	-1	0.5	10	0.1	2	0.6	-6	2	18
Cc1c(NC(=O)c2cc3ccccc3c(=O)s2)c(=O)n(-c2ccccc2)n1C	-11	0.3	-21	0.3	2	-0.3	-3	10	2
COc1ccc(-c2nc(CSCC(=O)N3CCc4ccccc43)c(C)o2)cc1OC	5	-1.7	-47	-0.7	0	-0.4	-5	2	-1
CCCCNC(=O)N1CCN(c2ncccn2)CC1	-2	-0.1	9	1.3	0	-1.0	-1	5	21
CCC(CC)C(=O)NCCc1ccc(OC)c(OC)c1	3	1.3	23	-0.2	1	1.1	-4	5	1
COc1cc2cc(CN(CCc3ccccc3C)C(=S)NCCCN(C)C)c(=O)[nH]c2cc1OC	-2	2.6	-73	-0.1	1	7.7	-5	6	3
O=C(O)c1ccccc1C(=O)N1CCN(c2cccc(Cl)c2)CC1	-3	-1.4	27	0.7	-1	-0.6	-1	10	7
CCOC(=O)CCc1c(C)n[nH]c1C	-1	1.1	15	0.3	-1	3.5	-3	3	19
CC(C)CC(=O)Nc1ccccc1-c1nnn(CC(=O)N2CCOCC2)n1	-2	-0.7	0	-0.4	0	0.0	0	17	0
COc1ccc(S(=O)(=O)NCCN2CCNC2=O)cc1OC	-1	0.5	0	-0.3	0	0.9	-8	5	20
CC(/C=N/O)Cc1ccc2c(c1)OCO2 (stereo not given)	.	2.0	20	1.6	.	19	-13	10	4
COCCN1C(=O)C(=O)/C(=C(/O)c2cccc(OC)c2)C1c1ccc(C)o1 (stereo not given)	-7	-3.0	13	1.0	3	-0.3	3	11	1
COc1ccc(NC(=O)Nc2cccc(C(F)(F)F)c2)cn1	-5	4.4	-33	0.2	1	77*	-4	16	1
Cc1ccccc1-n1c(=O)cc(N2CCCCCC2)[nH]c1=O	0	2.3	28	0.7	.	1.1	-7	8	-2
O=C(c1ccco1)N1CCN(C2CCCC2)CC1	0	0.3	21	0.5	0	2.0	-3	.	0
COc1ccccc1NC(=O)CSc1nnc(COc2ccccc2OC)n1C	-1	-0.2	-19&-3	-0.4	-1	29	-4	8&6	15
O=C(NC12CC3CC(CC(C3)C1)C2)N1CCN(C2CCCCC2)CC1	0	-0.1	-36	0.5	2	3.4	-1	13	-4
Cc1ccc2nc3nc(NCC4CCCO4)c(C(=O)NC4CCCCC4)cc3c(=O)n2c1 (stereo not given)	.	0.1	-37	0.4	.	-1.6	-2	9	134*
O=[N+]([O-])c1ccc2nc(-c3ccc(OC(F)F)cc3)cn2c1	-1	0.1	-1	0.2	0	1.7	-7	2	17
COc1cc(SC)ccc1C(=O)NCCOc1c(C)cc(C)cc1C	-3	-1.9	9	-0.9	-4	0.7	-8	7	0
C/C(=N\NC(=O)C1COc2ccccc2O1)c1cccs1 (stereo not given)	-2	-0.7	22	1.4	4	-0.4	-1	11	-15
C/C(=N\N1CCN(Cc2ccc(Cl)cc2)CC1)c1ccc(F)cc1	0	-1.7	7	1.8	-1	0.6	-3	6	23
CC(C)OC(=O)CC(=O)CSc1nc2c(cc1C#N)CCCC2	44	-0.4	-5	1.7	39	3.0	6	8	3
O=C(O)CCCC(=O)NNc1ncnc2ccccc12	1	0.7	24	0.8	1	0.4	0	4	4
C/C(=N\NC(=O)c1ccccc1C)c1cccc([N+](=O)[O-])c1	-1	-0.7	-26	0.1	4	-0.3	-3	6	-16
Cc1ccc(-c2c3c(=O)n(C)c(=O)n(C)c3c3nnc4ccccc4n23)cc1	.	-2.6	.	-0.2	.	0.7	-8	.	11
CCCCCCc1cc2cc(S(=O)(=O)c3ccc(C)cc3)c(=O)oc2cc1O	81	1.6	10	1.1	6	.	-5	16	80*
O=C(NCc1ccco1)c1nc2c(nnn2Cc2cccc(Cl)c2)c(=O)[nH]1	-2	-1.0	43	0.8	-1	0.0	2	9	2
NC(=O)c1ccccc1NC(=O)CCCN1C(=O)CCC1=O	-147	-0.6	34	0.8	5	-0.2	-8	14	-1

One compound at a time (already shown). Screens in order: Runt-SMMHC FRET | TNF necrop inh | EP2 mod | PERK inhibitor | Runt-CBFb FRET | L929 necroptosis | RBBP9 inh | PGE2 EP2 inh | Hck-Nef inh
CC(C)C(OC(=O)c1cc2c(s1)CCCCC2)C(=O)NC(N)=O (stereo not given) across the screens: 0 | -0.6 | 28 | 1.5 | -2 | 0.7 | -2 | 6 | 2
O=C(Cc1n[nH]c(=O)c2ccccc12)NCc1ccccn1 across the screens: 4 | -2.0 | 13 | 0.4 | 1 | 0.1 | 0 | 10 | 0

(cont.)
SMILES	Runt-SMMHC FRET	TNF necrop inh	EP2 mod	PERK inhibitor	Runt-CBFb FRET	L929 necroptosis	RBBP9 inh	PGE2 EP2 inh	Hck-Nef inh
O=C(O)/C(=C\c1ccc(Br)cc1)c1ccc(S(=O)(=O)N2CCCCC2)s1	-6	1.8	16	0.7	-3	-0.2	-10	5	-1
COc1ccc(F)cc1C(=O)C1CCCN(C(=O)c2cccc(N(C)C)c2)C1 (stereo not given)	4	0.0	-44	-0.5	-1	-0.7	-8	0	-21
COc1ccc(C)cc1N(CC(=O)Nc1cccc(N(C)S(C)(=O)=O)c1)S(C)(=O)=O	3	-4.9	8	-0.1	2	-1.2	3	3	-11
Nc1nn2c(C(F)(F)F)cc(=O)[nH]c2c1N=Nc1cccc(F)c1	-6	-1.4	-10	0.3	-2	1.1	-4	3	21
N#Cc1sc2nc(C3CC3)cc(-c3ccccc3)c2c1N	0	-0.2	83*	0.6	-1	0.2	-5	10	3
Clc1ccc(Cn2c(/C=C/c3ccco3)nc3ccccc32)cc1	-21	-6.9	69*	-0.3	-8	-0.5	-7	9	39
CCOC(=O)C1=NOC(Cn2cc(C#N)c(=O)n(C)c2=O)C1 (stereo not given)	0	0.6	-3	0.3	-2	1.3	-8	4	15
Cc1ccc(NC(=S)N(CCCN2CCOCC2)Cc2ccco2)cc1Cl	-1	0.8	14	-1.0	1	-0.7	-7	1	0
Cc1ccc(S(=O)(=O)N2CCOCC2)cc1NC(=O)Cn1ccsc1=N	2	0.9	23	-0.6	2	-0.4	-12	.	-1
CCCCC(=O)Nc1ccc(C(=O)Nc2ccc3c(c2)OCO3)cc1	-4	0.3	-6	0.5	-3	0.2	-11	11	9
Cc1nc(NC(=O)COC(=O)CCS(=O)(=O)c2ccccc2Cl)c(Cl)cc1Cl	2	-1.1	-19	0.2	-2	0.4	-4	11	-1
CC1=NN(C(N)=S)C(C)(C)C1	-3	1.1	-11	1.8	-2	1.5	4	8	3

Only part of the results is shown; count on the stated rates, not on these rows.
